HBB splice mod – hemoglobin beta splicing modulation | hit rate 0.06% among 65,000 | Potency, µM (doses to about 46.1 µM), without a hit: top-dose activation, hits mostly activators | HBB splicing reporter cell assay, activation; EGFP reporter with mutant IVS2-654 intron; response scale: normalised to 500 nM splice-correcting PNA; note: potency is the fitted concentration of half-maximal effect; 0% is about no effect
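Compounds were applied for 2 days to HeLa EGFP-654 cells, 500/well in Optimem with 2% FCS. The reporter's EGFP is disrupted by mis-splicing of beta-globin intron IVS2-654. Readout: summed well GFP fluorescence from 488 nm laser scanning; reference was 500 nM antisense […] 654 PNA.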
Rhodamine fluor – compound fluoresces in the rhodamine spectral region; Rhodamine-region fluorescence, 547/598 nm, Tris buffer; hits give high values; max dye-equivalent concentration, M; hit rate 0.05% among 59,000; AID 594; in the data active = max dye-equivalent concentration above about 11 nM; inconclusive = between about 1.1 nM and that limit
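A six-point rhodamine series on each plate calibrates the signal. Compounds sit in 100 mM Tris (pH 8.0) for 15 min at ambient temperature before imaging through 547 nm/598 nm filters.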
HADH2 inhib – HADH2 (human) dehydrogenase inhibition. Q99714. recombinant HADH2, NADH fluorescence, beta-hydroxybutyryl-CoA. Potency, µM (doses to about 57.1 µM), inactives show at the highest dose activity change, negative = inhibition, most hits filed as inhibitors. hit rate 3.4% among 73,000. AID 886; note: potency is the fitted concentration of half-maximal effect; % is set by controls: 0 for no effect and ±100 for the full control effect; nearly all actives have a fitted effect of over 60% in size; many of its hits are not listed in these tables
Target sequence (Q99714 whole entry, looked up, one chain of several): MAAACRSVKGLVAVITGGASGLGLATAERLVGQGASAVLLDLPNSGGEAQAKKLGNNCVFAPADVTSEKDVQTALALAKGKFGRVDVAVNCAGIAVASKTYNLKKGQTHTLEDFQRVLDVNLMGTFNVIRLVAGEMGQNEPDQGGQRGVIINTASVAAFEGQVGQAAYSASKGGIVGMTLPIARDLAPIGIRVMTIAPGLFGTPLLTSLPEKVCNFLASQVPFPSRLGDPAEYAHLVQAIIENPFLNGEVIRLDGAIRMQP
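Activity measured as NADH fluorescence gain (360/450 nm), taken as the change between first and last reads of a 4-min kinetic run. Conditions: pH 9.0 Tris buffer, 20 nM E. coli-expressed His-tagged enzyme, 1 mM NAD+, 90 uM beta-hydroxybutyryl-CoA; 15-min compound preincubation.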
Epigenetic mod – epigenetic modulators derepressing GFP locus in mouse cells. mouse C127i GFP locus derepression, cytometry, 30 h. Potency, µM (doses to about 46.1 µM), inactives show at the top dose GFP derepression (activation). hit rate 0.09% among 68,000; note: % of control where 0% means no effect
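Derepression screen: silenced CMV-GFP reporter in murine C127i cells, 30 h compound incubation at 37 C, washed cells imaged by laser-scanning cytometer to enumerate GFP-expressing objects of 20 to 120 um.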
Fluorescein fluor – compound autofluorescence in fluorescein spectral region; Compound autofluorescence, 480/540 nm, fluorescein-equivalent; hits give high values; max fluorescein-equivalent concentration, M; hit rate 0.91% among 59,000; in the data active = max fluorescein-equivalent concentration above about 10 nM; inconclusive = between about 1.1 nM and that limit
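Values reflect compound autofluorescence, normalized to fluorescein on the same plate and reported at each tested concentration. Conditions: 100 mM Tris pH 8.0, room temperature, 15 min, excitation 480 nm, emission 540 nm.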
TexasRed autofl – Texas Red region autofluorescence; Compound fluorescence, Texas Red channel, 547/618 nm; hits give high values; max dye-equivalent concentration, M; hit rate 0.06% among 59,000; AID 587; in the data active = max dye-equivalent concentration above about 10 nM; inconclusive = between about 1.1 nM and that limit
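Texas Red-region profiling: compounds in 100 mM Tris pH 8.0 were read at 547/618 nm after 15 min at room temperature. Intensities were normalized against a six-point Texas Red standard series to give dye-equivalent concentration.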
Hsp90 Hop PPI – changes Hsp90-Hop TPR2A binding signal, up or down; AID 595; hit rate 0.44% among 71,000; Potency, µM (titrated, usually from 57 µM), inactives show at the highest dose activity change, negative = inhibition; AlphaScreen TPR2A-His6 binding biotin-Hsp90 C-terminal peptide; active = well fitted curve in either direction with a large enough effect; inconclusive = small, poorly fitted or top-dose-only effect, or another doubt; note: potency is the fitted concentration of half-maximal effect; % is set by controls: 0 for no effect and ±100 for the full control effect; many of its hits are not listed in these tables
ALOX15 inhib – blocks human 15-lipoxygenase activity. P16050. purified 15hLO-1, xylenol orange hydroperoxide absorbance. Potency, µM (highest dose often 57.1 µM), without a hit: at the top dose activity change, negative = inhibition, usual class: inhibitors. hit rate 1.4% among 74,000. AID 887; note: potency is the fitted concentration of half-maximal effect; % is set by controls: 0 for no effect and ±100 for the full control effect; nearly all actives have a fitted effect of over 55% in size
Target sequence (P16050 whole entry, looked up): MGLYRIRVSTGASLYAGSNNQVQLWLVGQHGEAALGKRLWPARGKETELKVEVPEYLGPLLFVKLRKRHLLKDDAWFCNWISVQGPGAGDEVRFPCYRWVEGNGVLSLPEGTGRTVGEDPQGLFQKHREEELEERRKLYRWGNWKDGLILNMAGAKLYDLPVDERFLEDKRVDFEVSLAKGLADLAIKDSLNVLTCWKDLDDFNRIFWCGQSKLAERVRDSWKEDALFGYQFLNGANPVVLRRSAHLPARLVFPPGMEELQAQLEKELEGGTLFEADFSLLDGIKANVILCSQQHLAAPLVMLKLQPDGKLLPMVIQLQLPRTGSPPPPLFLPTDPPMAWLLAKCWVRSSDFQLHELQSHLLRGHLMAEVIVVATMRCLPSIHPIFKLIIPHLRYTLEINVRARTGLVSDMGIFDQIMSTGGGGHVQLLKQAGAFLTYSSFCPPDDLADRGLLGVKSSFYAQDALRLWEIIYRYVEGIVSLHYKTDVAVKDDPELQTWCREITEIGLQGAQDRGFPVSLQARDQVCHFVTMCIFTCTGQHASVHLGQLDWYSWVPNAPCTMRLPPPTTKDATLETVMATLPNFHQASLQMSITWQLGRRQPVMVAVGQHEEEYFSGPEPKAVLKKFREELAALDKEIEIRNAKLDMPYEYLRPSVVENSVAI
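Purified human 15hLO-1 (40 nM final) in 25 mM Hepes pH 7.5, 0.01% Triton X-100 was preincubated with compound 15 min at room temperature, then reacted 6 min with 50 uM arachidonic acid; hydroperoxide detected by Fe-XO, 573/405 nm absorbance ratio.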
Ub-GFP proteasome – inhibits proteasome, raising ubiquitin-GFP reporter fluorescence; Ubiquitin-GFP reporter cells, proteasome inhibition, GFP fluorescence; response scale: untreated = 0%, 10 µM MG-132 = 100%; Potency, µM (highest dose often 45.9 µM), inactives show at the highest dose activation (GFP accumulation), actives largely listed as activators; 67,000 tested, under 10 active; AID 526; active = well fitted activation curve with a large enough effect, not every such curve was filed as active; inconclusive = small, poorly fitted or top-dose-only effect, or another doubt; inactive = no such curve, though single readings can be large or run the other way; note: potency is the fitted concentration of half-maximal effect
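U2OS cells expressing ubiquitin(G76V)-GFP, seeded overnight in 0.5% FBS medium, then treated 4 hr at 37 C across 46 uM to 2.9 nM. GFP-positive cells counted by laser cytometry (488 ex/515 em); %activity scaled between basal and 10 uM MG-132.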
DNA Pol III inh – DNA polymerase III holoenzyme inhibition; reconstituted DNA polymerase III holoenzyme replication, biochemical; AID 603; Potency, µM (series often up to 57.1 µM), for the others: at the top dose activity change, negative = inhibition; hit rate 0.25% among 71,000; note: potency is the fitted concentration of half-maximal effect; % is set by controls: 0 for no effect and ±100 for the full control effect
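Reconstituted *E. coli* holoenzyme (0.35 nM Pol III, 1 nM beta, 154 nM SSB, 2 nM primase) was preincubated with compound for 15 min at RT. Synthesis on 1.4 nM ssM13Gori ran 35 min, then was stopped with PicoGreen/EDTA and read as dsDNA fluorescence.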
4-MU autofl – compound fluoresces in the 4-MU spectral region; hit rate 11% among 59,000; compound autofluorescence, 340/450 nm, 4-MU equivalents; hits give high values; max dye-equivalent concentration, M; in the data active = max dye-equivalent concentration above about 10 nM; inconclusive = mostly about 1.1 nM to 9.6 nM
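Compounds in 100 mM Tris, pH 8.0, incubated 15 min at room temperature, then fluorescence read at 340 nm excitation/450 nm emission. Signal converted to 4-MU dye-equivalent concentration using an on-plate six-point 4-MU standard curve.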
* hit, by the source's call; i = inactive; ? = inconclusive; · = not tested or not shown; & = joins results of further samples; [ ] = another dose, or the depositor's remark. Unless noted, calls come from the whole dose curve; as a rule, active = well fitted curve in the direction sought with a large enough effect; inconclusive = small, poorly fitted or top-dose-only effect, or another doubt; inactive = no such curve, though single readings can be large; an effect the other way counts as inactive or inconclusive. Only part of the results is shown; the hit share may differ from the screen's.

SMILES	HBB splice mod	Rhodamine fluor	HADH2 inhib	Epigenetic mod	Fluorescein fluor	TexasRed autofl	Hsp90 Hop PPI	ALOX15 inhib	Ub-GFP proteasome	DNA Pol III inh	4-MU autofl
O=C(Oc1ccc(S(=O)(=O)F)cc1F)c1ccccc1Cl	4.6%[9.22 µM]	i	-0.8%[11.4 µM]	5.7%[9.22 µM]	?	i	-5.9%[11 µM]	13.7%[11.4 µM]	2.7%[9.17 µM]	-7.6%[11.4 µM]	i
CC[C@H](C)C(=O)O[C@@H]1[C@H](O)[C@@H]2[C@H](CN3C[C@@H](C)CC[C@@H]3[C@@]2(C)O)[C@@H]2C[C@@]34O[C@@]5(O)[C@@H](OC(=O)[C@](C)(O)CC)CC[C@@]3(C)[C@H]5[C@H](OC(C)=O)[C@@H](OC(C)=O)[C@H]4[C@]12O	-0.3%[20.6 µM]	i	2.7%[25.6 µM]	-1.2%[20.6 µM]	?	i	-7.6%[26 µM]	3.4%[25.6 µM]	-10.6%[20.5 µM]	-3.0%[25.6 µM]	i
COc1ccc(C(=O)N2CCOCC2)cc1S(=O)(=O)N1CCC(C)CC1	-0.1%	i	-29.3%	0.0%	i	i	-2.8%	12.2%	1.9%	-1.4%	i
Fc1ccccc1N1CCN(Cc2c(F)cccc2F)CC1	-0.3%	i	4.4%	-2.1%	i	i	0.6%	-3.8%	11.8%	-0.2%	i
CCn1c(N)c(C(=O)NC)sc1=S	-0.5%	i	0.501µM*	0.0%	i	i	-3.4%	3.98µM*	2.3%	-1.0%	i
CC(C)CC12CN3CCN(CC(C3)/C1=N/O)C2	-2.6%[0.0738 µM]	·	1.2%[11.4 µM]	0.0%	·	·	-4.3%[11 µM]	1.6%[11.4 µM]	17.0%[9.17 µM]	-2.3%[11.4 µM]	·
CCSP1(=S)N=C(N2CCOCC2)C(C#N)=C2CCCN21 (stereo unspecified)	3.1%[0.369 µM]	i	-10.9%	6.3%	?	i	-0.7%	-4.1%	·	-9.2%	i
CN(C)C1=NP(N(C)C)(N(C)C)=NC(c2ccccc2)=N1	0.0%[57.5 µM]	i	3.0%	1.3%	?	i	-0.5%	9.3%	3.4%	-0.5%	i
C#CCN1C(=O)C2(C(C#N)=C(N)OC(C)=C2C(=O)OCc2ccccc2)c2ccccc21 (stereo unspecified)	-0.4%	i	3.0%	1.8%	i	i	-5.5%	2.7%	-2.1%	-1.8%	i
CC1(C)COC(Nc2ccc(Cl)cc2)=N1	-0.7%	i	13.7%	0.2%	?	?	0.8%	3.3%	5.6%	5.2%	i
CCOc1ccc(-n2c(O)c(C=NCCN3CCNCC3)c(=O)[nH]c2=O)cc1	·	i	·	6.0%[20.6 µM]	i	i	·	·	·	·	i
O=C(CN1CCN(CCO)CC1)Nc1ccc(Cl)cc1C(=O)c1ccccc1	·	i	·	0.0%[20.6 µM]	?	i	·	·	·	·	i
CC(N)Cc1c[nH]c2cc3c(cc12)OCCO3 (stereo unspecified)	-0.8%	i	6.2%	-2.6%	i	i	-8.0%	2.2%	-3.0%	-1.2%	i
c1ccc2c(c1)[nH]c1cnccc12	·	i	·	6.2%[20.6 µM]	?	i	·	-3.3%	·	·	1.96e-07M*
CN(C)N=O	1.2%	·	0.1%	·	·	·	-0.7%	-2.8%	·	0.5%	·
Cc1ccc(CN2CCN(C)CC2)c(C)c1	-2.5%[0.0738 µM]	·	2.4%[11.4 µM]	-3.1%	·	·	-7.4%[11 µM]	3.3%[11.4 µM]	·	7.0%[11.4 µM]	·
N[C@@H](Cn1cc(I)c(=O)[nH]c1=O)C(=O)O	·	·	?	-2.4%	·	·	-4.9%	-28.4%[25.6 µM]	1.3%	-5.0%	·
O=c1cc(C2CCNCC2)[nH][nH]1	-3.9%	i	-7.5%	-2.9%	i	?	-7.1%	0.8%	-4.3%	-3.1%	?
NNC(=O)c1ccc(O)cc1	-0.9%	i	11.3%	0.0%	?	i	-1.7%	-5.6%	-9.5%	-5.8%	i
Nc1ccc(C2(c3ccc(N)cc3)CN3CCC2CC3)cc1	·	i	·	0.0%[20.6 µM]	i	?	·	·	·	·	i
C[C@]1(O)CC[C@H]2[C@@H]3[C@@H](O)CC4=CC(=O)CC[C@@]4(C)[C@H]3CC[C@]21C	0.2%[9.22 µM]	i	4.1%[11.4 µM]	5.8%[9.22 µM]	i	i	-2.9%[11 µM]	3.6%[11.4 µM]	-3.1%[9.17 µM]	-8.7%[11.4 µM]	i
CN1[C@@H]2CC[C@H]1CC(OC1c3ccccc3CCc3ccccc31)C2 (stereo partly specified)	-3.1%[20.6 µM]	i	-0.6%[25.6 µM]	2.9%[20.6 µM]	i	i	-6.6%[26 µM]	26.7%[25.6 µM]	1.4%[20.5 µM]	5.6%[25.6 µM]	i
O=C(Nc1ccc(OC(=O)N2CCCC2)cc1)N1CCOCC1	1.4%	i	-11.2%	2.6%	i	i	-1.6%	7.8%	-3.5%	-5.7%	i
CC(C)(C)c1nc(N2CCN(C(=O)c3ccco3)CC2)c2nnn(Cc3ccccc3Cl)c2n1	-0.2%[57.5 µM]	i	5.1%	0.3%	?	i	-28.3%	-7.4%	3.8%	2.7%	i
CS(=O)c1ccc(-c2nc(-c3ccc(F)cc3)c(-c3ccncc3)[nH]2)cc1 (stereo unspecified)	·	·	39.8µM*	-1.9%&-1.4%	·	·	-8.9%&-4.9%	?	-5.2%&-6.7%	-2.8%&-6.4%	·
C=CCn1c(O)c(C(CC)=NCc2cc(OC)cc(OC)c2)c(=O)[nH]c1=O	2.5%[1.84 µM]	i	11.3%	4.1%	i	?	1.7%	-1.3%	21.4%	-2.2%	i
CN1C(=O)C(Cc2cccs2)C(=O)N(C)C1=O	2.0%	·	?	0.0%	·	·	-3.2%	-1.1%	-2.7%	-5.1%	·
C#CCN1C(C)=C(C(=O)CCO)[C@@H](c2cccc(-n3oo3)c2)C(C(=O)OC)=C1C	·	·	-17.6%	-1.4%	·	·	-19.3%	-13.1%[25.6 µM]	2.7%	-4.3%	·
CCC(=NCCCN(CC)CC)c1c(O)n(-c2ccccc2)c(=O)[nH]c1=O	-6.7%[0.369 µM]	i	-4.9%	0.0%	i	?	-4.2%	3.2%	-0.9%	-6.4%	i
COC(=O)CC1NC2CCCCC2NC1=O (stereo unspecified)	-0.3%	i	8.7%	2.1%	i	?	-2.5%	1.6%	-0.1%	-2.9%	i
COc1ccc(C2=NCC(=O)N(CC(=O)NCc3ccco3)c3sc4c(c32)CCCC4)cc1OC	-2.7%	i	-4.0%	0.0%	i	?	-7.6%	-25.4%	·	8.7%	i
CCN=C=NCCCN(C)C	2.8%[9.22 µM]	i	-0.1%[11.4 µM]	0.0%[9.22 µM]	?	i	-0.1%[11 µM]	2.7%[11.4 µM]	-3.8%[9.17 µM]	-9.1%[11.4 µM]	i
C=Cn1c(P(=S)(N2CCOCC2)N2CCOCC2)cc2c1CCCC2	-0.3%[57.5 µM]	i	?	4.5%	i	?	-16.6%	-12.5%	-0.6%	-2.7%	i
CC(C)(C)NCc1cccn1-c1sc2c(c1C#N)CCCC2	1.4%	·	6.4%	0.0%	·	·	?	?	-11.0%	-1.5%	·
O=C=NC1CCCCC1	1.0%&-0.1%	·	-14.8%&-8.8%	·	·	·	1.4%&0.9%	2.1%&-0.8%	·	3.2%&0.1%	·
COC(=O)CC1=C(C(=O)OC)C2(C(=O)Nc3c(C)cccc32)C(C#N)=C(N)O1 (stereo unspecified)	4.0%	i	4.5%	6.7%	?	i	-3.2%	-9.9%	5.0%	-3.7%	i
Cc1cc2c(s1)NC(=O)CN=C2c1cccs1	-4.8%	i	-8.2%	-2.3%	?	i	0.6%	6.4%	-1.0%	-6.0%	i
COC(=O)c1cc2c(s1)=NC=NP=2(N1CCOCC1)N1CCOCC1	0.0%[57.5 µM]	i	-0.7%	-0.5%	i	i	1.7%	1.7%	-0.2%	-0.9%	?
Cc1nc2cc(-c3cccc(F)c3)nn2c(C)c1CCC(=O)N1CCC2(CC1)OCCO2	0.3%	i	-6.0%	-4.2%	i	i	-3.1%	-2.0%	1.4%	-0.8%	?

A draw from above in order of molar mass, falling.
SMILES	HBB splice mod	Rhodamine fluor	HADH2 inhib	Epigenetic mod	Fluorescein fluor	TexasRed autofl	Hsp90 Hop PPI	ALOX15 inhib	Ub-GFP proteasome	DNA Pol III inh	4-MU autofl
C=CCn1c(O)c(C(CC)=NCc2cc(OC)cc(OC)c2)c(=O)[nH]c1=O	2.5%[1.84 µM]	i	11.3%	4.1%	i	?	1.7%	-1.3%	21.4%	-2.2%	i
CN1C(=O)C(Cc2cccs2)C(=O)N(C)C1=O	2.0%	·	?	0.0%	·	·	-3.2%	-1.1%	-2.7%	-5.1%	·
O=C=NC1CCCCC1	1.0%&-0.1%	·	-14.8%&-8.8%	·	·	·	1.4%&0.9%	2.1%&-0.8%	·	3.2%&0.1%	·
